Source: PubChem BioAssay
SIRT5 inh: SIRT5 desuccinylase inhibitors, primary screen, biochemical, fluorescence imaging, single point, set 5; NAD-dependent protein deacylase sirtuin-5, mitochondrial (Homo sapiens), Q9NXA8; Purified SirT5, succinyl-peptide AMC, trypsin-coupled fluorescence; inhibition, % at 15 µM; hit rate 1.1% among 330,000; AID 652115, 2013; in the data active = inhibition above about 15%; inconclusive = no clear call, values can overlap the other calls
Target sequence (Q9NXA8 whole entry, looked up): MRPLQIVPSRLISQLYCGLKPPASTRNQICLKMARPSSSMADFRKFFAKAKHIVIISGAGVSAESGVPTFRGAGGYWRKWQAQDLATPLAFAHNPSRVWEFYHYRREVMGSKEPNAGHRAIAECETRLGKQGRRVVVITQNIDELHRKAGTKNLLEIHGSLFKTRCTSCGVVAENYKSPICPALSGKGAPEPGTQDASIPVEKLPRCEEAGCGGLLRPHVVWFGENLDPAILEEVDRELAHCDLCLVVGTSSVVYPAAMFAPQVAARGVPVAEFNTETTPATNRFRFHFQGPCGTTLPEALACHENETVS
CASP6 VEID inh: human caspase-6 inhibitors, primary screen, biochemical, VEID-R110 fluorescence, single point, set 2 | P55212 | purified caspase-6, Z-VEID-R110 cleavage fluorescence | inhibition, % at 12.5 µM | hit rate 0.53% among 350,000 | AID 686996, 2013;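 active = mean inhibition across replicates at least about 35%, with every replicate also reaching that limit, limit read from the data; inconclusive = only one of the two criteria met; inactive = neither criterion met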;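 note: 0% = median of neutral control wells and 100% = no fluorescence left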
Target sequence (P55212 24-179 limits assumed): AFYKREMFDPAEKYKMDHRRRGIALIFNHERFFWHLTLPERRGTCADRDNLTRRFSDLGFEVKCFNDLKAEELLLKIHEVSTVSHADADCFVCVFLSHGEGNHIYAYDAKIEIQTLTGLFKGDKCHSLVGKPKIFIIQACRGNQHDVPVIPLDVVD
Target sequence (P55212 194-293 limits assumed): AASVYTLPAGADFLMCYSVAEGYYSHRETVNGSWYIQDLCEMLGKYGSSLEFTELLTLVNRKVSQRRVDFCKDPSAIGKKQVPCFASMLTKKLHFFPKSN
DENV2 CPE: inhibitors of DENV2 cytopathic effect, primary screen, cell-based, plate reader, single concentration; DENV2-infected cells, cytopathic effect rescue; AID 651640, 2012; hit rate 1.7% among 350,000; CPE inhibition, % at 9.99 µM; in the data active = CPE inhibition above about 20%, passing the limit was not always enough; inconclusive = no clear call, values can overlap the other calls; tested in BHK-21 cells;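 note: 0% = median of neutral control wells and 100% = median of positive control wells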
LGR2 antag: inhibitors of bursicon-induced LGR2 CRE-luciferase signal, primary screen, cell-based, HEK293, CRE-luciferase reporter, bursicon stimulation | hit rate 0.35% among 380,000 | AID 720647, 2013 | bursicon-stimulated, 4 h | inhibition, % at 9.99 µM;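 active = drop in luminescence signal, shown as inhibition above about 50% in the replicate tests, limit read from the data, passing the limit was not always enough; inconclusive = probably only some replicates passing the limit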;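 note: agonist challenge used bursicon conditioned medium at about half maximal strength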
EWS-Fli inh: EWS/Fli-driven NR0B1 reporter inhibitors, primary screen, A673 cells, NR0B1 luciferase, luminescence, MLPCN library. viability-normalised. inhibition, % at 12.6 µM. hit rate 0.67% among 350,000;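 active = mean inhibition of at least 50% after viability correction, with every replicate also passing that limit; inconclusive = mean reaches 50% but only one of two replicates passes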;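 note: firefly luciferase signal divided by Alamar Blue viability fluorescence both relative to DMSO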
PAX8 inh HTS: inhibitors of PAX8-driven TPO luciferase reporter, primary screen, RMG-I cells, single concentration. SteadyGlo, 24 h. hit rate 1.2% among 360,000. inhibition, % at 12.6 µM;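 active = mean replicate inhibition at least 60% with every replicate also reaching 60%; inconclusive = only one of the two criteria is met; inactive = mean below 60% and not all replicates reaching 60%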;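 note: luciferase light reporting Pax8 driven TPO promoter activity; plate controls were median of neutral control wells for no effect and mitoxantrone controls for full effect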
ARNT TACC3 PPI: disruptors of ARNT/TACC3 protein interaction, primary screen, biochemical, AlphaScreen, single concentration; AlphaScreen His-ARNT PAS-B/GST-TACC3 binding, luminescence; TACC3 fragment carries E629A point mutation; inhibition, % at 9.99 µM; hit rate 0.66% among 390,000; AID 623870, 2012;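 active = mean inhibition of replicates at least 50% and at least half of replicates each reaching 50%; inconclusive = half or more replicates reach 50% but mean below 50%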;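 note: 0% = complete ARNT plus TACC3 wells and 100% = ARNT alone without TACC3; many hits fall short of the cut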
* marks the source's active call; other numbers are inactive results; ? = inconclusive; / = not tested or not shown.

SMILES	SIRT5 inh	CASP6 VEID inh	DENV2 CPE	LGR2 antag	EWS-Fli inh	PAX8 inh HTS	ARNT TACC3 PPI
COc1ccc(C(NC(=O)c2ccc(=O)[nH]c2)C(=O)Nc2ccc(C(C)C)cc2)cc1 (stereo not given)	3	3	4	-21	3	9	-5
CCC(=O)Nc1ccc2c(c1)C(=O)N(C)C[C@@H](OC)[C@@H](C)CN[C@H](C)CO2	-12	-7	-8	-7	4	/	-8
CC=Cc1ccc2n(c1=O)C[C@H]1[C@H](CO)[C@@H](C(=O)NCc3ccc(F)cc3)[C@@H]2N1S(C)(=O)=O (mixture of isomers)	-21	-1	11	8	-4	/	0
CC(=O)N1CCc2ccccc2C1CC(=O)O (stereo not given)	1	-3	0	13	-10	-18	-1
CC(=O)c1ccc2c(c1)OCCOCCOc1ccccc1OCCOCCO2	-6	2	0	/	2	14	-6
CCc1ccc(/C=N/N2CCN(c3ccccn3)CC2)cc1	2	-3	11	-61	-76	-42	-1
Cc1cc(NCCCO)n2c(nc3ccccc32)c1C#N	-3	0	13	-13	0	15	0
O=C(C[C@H]1CC[C@H]2[C@@H](COC[C@@H](O)CN2S(=O)(=O)c2cccc(F)c2)O1)Nc1ccccc1	0	3	1	0	/	/	-1
COc1ccc(NC(=O)C2(C)CCCN(C(C)C)C2)cc1OC (stereo not given)	-3	-1	-4	-1	-4	/	/
Cc1onc(-c2c(F)cccc2Cl)c1C(=O)NCCc1ccncc1	2	-1	?	11	/	4	-3
O=C(CN1C(=O)c2ccccc2S1(=O)=O)N1CCN(c2ccccc2)CC1	-5	4	3	/	-5	/	-1
COc1ccc(/C=C(\NC(=O)c2ccccc2)C(=O)OCC2CCCN3CCCCC23)cc1OC (stereo not given)	2	1	-6	/	6	2	-9
CC1CCc2nn(CC(=O)N3CCc4ccccc43)cc2C1 (stereo not given)	/	1	4	-2	-6	14	/
COC(=O)C[C@H]1C[C@H]2c3cc(NC(=O)CN(C)C)ccc3O[C@H]2[C@H](CO)O1	2	1	6	11	-12	-1	-5
O=C(NCC(=O)N(CCN1CCOCC1)C(C(=O)NC1CCCC1)c1cccnc1)c1cccs1 (stereo not given)	/	/	/	8	/	-26	12
N#CC[C@H](c1ccccc1)N1CCN(Cc2ccccc2)CCC1=O	/	1	60*	2	-7	-6	3
Cc1cc(OCC(=O)Nc2cc(C(C)(C)C)on2)ccc1[N+](=O)[O-]	2	4	8	-14	/	/	-4
O=C(NCCC1=CCCCC1)c1[nH]c(C(F)(F)F)nc1-c1ccccc1	-1	-2	-6	11	19	15	/
CNC(=O)C[C@@H]1CC[C@@H]2[C@H](COC[C@H](O)CN2Cc2ccccc2F)O1	0	0	-1	1	/	/	-1
CC(C)NC(=O)C(=O)Nc1ccc2c(c1)N(S(=O)(=O)c1cccs1)CCC2	0	2	5	-8	3	23	0
CCOc1ccc(N(CC(=O)NCc2ccccc2Cl)S(=O)(=O)c2c(C)noc2C)cc1	-5	-2	-2	-5	5	9	14
Cc1noc(C)c1S(=O)(=O)N(C)C[C@@H]1OCCCC[C@H](C)Oc2ccc(NC(=O)C3CCCCC3)cc2C(=O)N([C@@H](C)CO)C[C@H]1C	-2	2	-2	-11	10	13	-3
C/C=C/c1ccc([C@H]2[C@@H](C#N)N(c3ncc(CC)s3)[C@H]2CO)cc1	8	-1	-8	5	1	6	21
Cc1ccc(S(=O)(=O)Nc2cccc3c2O[C@H](CN(C)C(=O)Nc2ccccc2)[C@@H](C)CN([C@H](C)CO)C3=O)cc1	-2	-2	9	-6	0	2	-1
CCN(CC(=O)Nc1ccc(NC(C)=O)cc1)C(=O)/C=C/c1cn(-c2ccccc2)nc1-c1ccc(C)cc1	-3	1	-1	4	-1	/	2

(further entries)
SMILES	SIRT5 inh	CASP6 VEID inh	DENV2 CPE	LGR2 antag	EWS-Fli inh	PAX8 inh HTS	ARNT TACC3 PPI
CC1=NN(c2ccc(C)cc2)C(=O)/C1=C\c1ccc(Br)s1	-3	-1	9	-10	11	19	18
CN1CCCN(Cc2cccc3ccccc23)CC1	-1	-8	-1	8	16	0	-5
COc1ccc(-n2c(C)cc(C(=O)COC(=O)Cc3n[nH]c(=O)c4ccccc34)c2C)cc1	-3	2	-2	-2	1	-4	-1
Cc1[nH]c(C)c(S(=O)(=O)NCc2ccc(F)cc2)c1C(=O)N1CCCCC1	1	-1	3	2	0	-3	2
C[C@@H]1CCCCO[C@H](CN(C)S(=O)(=O)c2cccs2)[C@H](C)CN([C@@H](C)CO)C(=O)c2cc(NC(=O)CCC(F)(F)F)ccc2O1	3	6	11	-7	2	110*	-18
CN(CC(=O)Nc1ccc(F)cc1)C(=O)CSc1nnc(Cc2ccccc2)o1	1	4	-5	15	-2	-6	0
Cc1c(N)cc(N)cc1C(=O)O	9	4	4	11	0	5	0
CCC(C)Nc1c2c(nc3c(-c4ccccc4)c(C)nn13)CCC2 (stereo not given)	-2	1	0	/	10	/	-21
Cc1ccc(NC(=O)CSc2nccn2Cc2ccco2)c(C)c1	-3	-3	-2	16	-41	-88	/
O=C(N/N=C/c1ccc(O)cc1O)C1CC1	/	0	2	11	10	-2	/
C[C@H]1CCCCO[C@@H](CN(C)S(=O)(=O)c2ccc(Cl)cc2)[C@@H](C)CN([C@@H](C)CO)C(=O)c2cc(NS(=O)(=O)c3ccc(F)cc3)ccc2O1	-2	-3	5	-3	7	63*	0
O=C(NC[C@@H]1[C@@H](c2ccccc2)[C@H](CO)N1C(=O)C1CCC1)NC1CCCC1	/	/	16	5	15	-19	-7
O=S(=O)(c1ccccc1)N1CCCCN2[C@H](C1)[C@@H](c1ccc(-c3ccccc3F)cc1)[C@@H]2CO	/	/	/	/	-8	-20	-4
COc1ccc(CCNC(=O)Cc2ccc(OC)c(OC)c2)cc1OC	-2	-2	8	12	0	/	-5
CCc1sc(/C=C(/C#N)C(N)=S)cc1[N+](=O)[O-]	0	30	-6	6	4	8	-11
CCC(=O)N[C@H]1C=C[C@@H](CC(=O)NCCN2CCCCC2)O[C@H]1CO	-13	4	19	11	-6	-8	-1
COc1cc(CNCc2ccccn2)ccc1OCc1ccccc1Cl	2	-2	5	-6	10	-1	30
COc1ccc(S(=O)(=O)N(C)C[C@@H]2Oc3ccc(NC(=O)c4ccncc4)cc3CC(=O)N([C@@H](C)CO)C[C@@H]2C)cc1	-4	2	-1	-3	4	/	-3
CC(NC(=O)Cc1ccccc1)C(c1ccccc1)N1CCOCC1 (stereo not given)	-3	-4	12	15	17	-5	6
CCCCCOc1ccc(C(=O)N(Cc2ccco2)C2CCS(=O)(=O)C2)cc1 (stereo not given)	-2	9	-7	10	8	/	3
Cc1ccc(NC(=O)[C@H](Cc2c[nH]c3ccccc23)NC(=O)[C@@H]2Cc3ccccc3CN2)c(C)c1	5	4	-13	0	-32	/	-4
C/C=C/c1ccc2c(c1)O[C@H](CN(C)C(=O)CN1CCOCC1)[C@H](C)CN([C@H](C)CO)S2(=O)=O	1	1	-5	9	-24	/	-7
CC(C)NC(=O)N(C)C[C@@H]1Oc2ccc(NC(=O)CCCN(C)C)cc2CC(=O)N([C@@H](C)CO)C[C@H]1C	6	-1	5	-8	-8	-5	-5
N#Cc1ccc(-c2ccc([C@@H]3[C@H]4CNC[C@@H]3N4Cc3cc(F)ccc3F)cc2)cc1	-4	1	0	-7	-15	/	/
COc1ccc(-c2cc(C(F)(F)F)nc(NCc3cccs3)n2)cc1	-3	-2	11	3	7	-47	-12

Sorted by the number under CASP6 VEID inh (smallest number first): 3 of the compounds above
canonical_smiles,CASP6 VEID inh
Cc1ccc(NC(=O)CSc2nccn2Cc2ccco2)c(C)c1,-3
COc1ccc(CCNC(=O)Cc2ccc(OC)c(OC)c2)cc1OC,-2
Cc1c(N)cc(N)cc1C(=O)O,4

(next part)
SMILES	SIRT5 inh	CASP6 VEID inh	DENV2 CPE	LGR2 antag	EWS-Fli inh	PAX8 inh HTS	ARNT TACC3 PPI
N#Cc1sc2nc(-c3ccccc3)cc(C(F)(F)F)c2c1N	/	2	7	-20	9	11	-2
C=CCn1c(CCNC(=O)c2cccs2)n[nH]c1=S	/	/	/	9	/	6	-15
Cc1cnc(C(=O)NCCc2ccc(Cl)cc2)cn1	1	3	4	-21	/	-133	0
Cc1noc(C)c1S(=O)(=O)Nc1ccc2c(c1)C(=O)N([C@H](C)CO)C[C@H](C)[C@H](CN(C)CC1CC1)OCCCC[C@@H](C)O2	/	/	6	-12	-23	-20	-1
O=C(NCc1ccncc1)Nc1ccc(Cc2ccc(NC(=O)NCc3ccncc3)cc2)cc1	4	-3	-6	-27	1	8	/
COc1ccc(S(=O)(=O)Nc2ccc3c(c2)C(=O)N([C@H](C)CO)C[C@H](C)[C@H](CN(C)Cc2ccc(-c4ccccc4)cc2)O3)cc1	0	2	4	4	-3	/	3
COc1ccccc1CCC(=O)Nc1ccc2c(c1)c(=O)n(C)n2C	-23	2	-7	2	-21	-29	/
NC(=S)N/N=C1\CCOc2ccc(F)cc21	0	-2	1	-2	3	11	3
CCOC(=O)c1cc(S(=O)(=O)N2CCN(C3CCCCC3)CC2)cn1C	-1	0	7	-7	-3	-11	-1
C[C@H](O)C#Cc1ccc2c(c1)O[C@@H](CN(C)Cc1ccccn1)[C@H](C)CN([C@@H](C)CO)S2(=O)=O	-2	-1	-8	5	-4	/	-6
CCC(=NCCc1ccc(OC)c(OC)c1)c1ccccc1O	0	/	?	10	9	15	27
CCOc1ccc2nc(N=NC3=C(O)CC(C)(C)CC3=O)sc2c1	-5	2	-7	-14	3	-25	-4
COc1ccccc1C#Cc1cnc2c(c1)C(=O)N([C@@H](C)CO)C[C@@H](C)[C@H](CN(C)S(=O)(=O)c1cn(C)cn1)O2	3	-3	3	-2	-41	-21	-6
COC1CCN(C(=O)c2cc(COc3cc(C)ccc3C)on2)CC1	-2	2	7	-51	-25	-45	/
O=C(CCNC(=O)C1CCN(S(=O)(=O)c2ccccc2)CC1)NCCc1cccc(F)c1	5	4	1	15	/	11	9
CC(C)(CO)CNC(=O)CC1C(=O)NCCN1CC(c1ccccc1)c1ccccc1 (stereo not given)	-2	-1	12	15	-9	-2	0
CC(CNC(=O)Cn1cnc2c(NCc3ccccc3)ncnc21)c1ccccc1 (stereo not given)	0	-1	-11	-12	-6	-8	8
CCN(CC)C(=O)Cn1cc(C(=O)C2CC2)c2ccccc21	-3	1	/	17	-6	15	-14
O=C(/C=C(\Nc1cccc(OC(F)F)c1)c1ccccc1)c1ccccc1	/	4	-5	-78	-61	-161	/
CN1CCN(C(=O)C[C@@H]2CC[C@H](NC(=O)Nc3ccccc3F)[C@@H](CO)O2)CC1	-2	2	5	15	6	-13	-23
COc1ccc([C@H]2/C=C\CN(C(=O)[C@H](Cc3ccccc3)NC(=O)OCC3c4ccccc4-c4ccccc43)CC(=O)N2Cc2ccc(F)cc2)cc1	4	-1	4	-11	11	-11	-3
O=C1OC/C(=C(/O)c2ccc(Cl)cc2)C1=O	3	6	0	-9	-19	10	-4
CCC(C)(C)n1nnnc1CN1CCN(c2ccc(OC)cc2)CC1	/	4	-1	-1	-6	6	-10
CN(CC(=O)Nc1ccccc1Br)CC(=O)Nc1ccccc1C(F)(F)F	-5	-2	0	1	7	-18	-3
COc1ccc(C2CC(=O)C3=C(C2)Nc2ccccc2NC3c2coc3ccccc3c2=O)cc1OC (stereo not given)	/	/	/	-9	/	17	0
S=C(Nc1ccc(Cl)c(Cl)c1)NC1CCCCC1	-2	2	-2	-11	-12	/	6
CN1CCN(CCc2nc3cc(NC(=O)COc4ccc(Cl)cc4)ccc3n2C)CC1	-8	-35	3	5	/	15	9

DENV2 CPE, what is marked active above.
| canonical_smiles | SIRT5 inh | CASP6 VEID inh | DENV2 CPE | LGR2 antag | ARNT TACC3 PPI |
| --- | --- | --- | --- | --- | --- |
| N#CC[C@H](c1ccccc1)N1CCN(Cc2ccccc2)CCC1=O | / | 1 | 60* | 2 | 3 |
